Screening data as filed in PubChem BioAssay.
ERp5 block – inhibitors of human ERp5. ERp5 insulin aggregation, absorbance 650 nm, 90 min. inhibition, % at 9.99 µM. actives 0.05% (n = 350,000). AID 651711;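 active = mean replicate inhibition above about 25%, with every replicate also reaching it, limit read from the data, passing the limit was not always enough; inconclusive = only one of those two criteria met; inactive = neither criterion met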
Target sequence (Q15084 whole entry, looked up): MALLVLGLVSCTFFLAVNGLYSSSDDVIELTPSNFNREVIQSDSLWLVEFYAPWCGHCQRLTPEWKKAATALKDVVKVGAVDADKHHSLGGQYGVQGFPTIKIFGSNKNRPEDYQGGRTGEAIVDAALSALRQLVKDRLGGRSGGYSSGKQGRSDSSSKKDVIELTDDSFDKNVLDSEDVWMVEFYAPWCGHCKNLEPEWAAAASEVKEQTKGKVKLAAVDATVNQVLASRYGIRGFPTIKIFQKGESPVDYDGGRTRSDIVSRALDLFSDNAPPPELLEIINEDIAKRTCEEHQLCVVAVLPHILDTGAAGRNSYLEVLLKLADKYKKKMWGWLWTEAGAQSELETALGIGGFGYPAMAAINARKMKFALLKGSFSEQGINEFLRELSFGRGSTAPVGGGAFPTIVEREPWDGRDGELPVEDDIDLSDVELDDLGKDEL
PglD DTNB – inhibitors of Campylobacter jejuni PglD acetyltransferase; purified PglD enzyme, DTNB colorimetric CoA detection; inhibition, % at 12.5 µM; actives 0.098% (n = 360,000); in the data active = inhibition above about 16%, passing the limit was not always enough; inconclusive = no clear call, values can overlap the other calls; note: strong numbers were not always called active
S100A4 MyoIIA – S100A4-myosin IIA interaction inhibition; P26447; S100A4/TAMRA-MyoIIA peptide fluorescence polarization; inhibition, % at 10.7 µM; actives 0.14% (n = 360,000);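 active = mean inhibition of at least 70% across replicates, with every replicate also reaching that level; inconclusive = mean inhibition reaches 70% but some replicates fall short; inactive = mean inhibition below 70%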
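Compound dosing: one dose per compound; test system: human S100A4 monomer with TAMRA-labelled myosin IIA peptide; probe or stimulus: TAMRA-labelled myosin IIA heavy-chain peptide probe, 5 nM; medium: HEPES buffer with Ca2+, pH 7.2; schedule: 5 min incubation before reading; benchmarks: neutral control DMSO, positive control TFP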
Statin myotox sup – suppression of simvastatin myotoxicity. C2C12 myotubes + simvastatin, ATP luminescence, 48 h; scaled: DMSO 0, geranylgeraniol control 100. rescue of ATP level, % at 7.49 µM. actives 0.78% (n = 330,000). AID 602340;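 active = mean ATP rescue above about 67%, or every replicate alone reaching that limit, limit read from the data, passing the limit was not always enough; inconclusive = no clear call, values can overlap the other calls; inactive = mean under the limit and some replicate under it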;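 note: myotubes were challenged with 10 µM simvastatin during compound exposure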
E-selectin induc – E-selectin induction on HUVECs; HUVEC E-selectin immunofluorescence imaging; normalized: neutral wells 0, TNF-alpha wells 100; activation, % at 7.58 µM; actives 0.37% (n = 260,000);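 active = mean E-selectin-positive cell signal at least 10% of the positive control, reached in at least 60% of replicates, without over 20% cell loss; inconclusive = no rule given, readout overlaps actives, possibly toxicity-flagged; inactive = the rest, including those meeting only one limit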;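 note: in these data hits start at about 27%; measured in HUVEC primary endothelial cells; signal is the percent of cells scored E-selectin positive by PE staining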
Target sequence (P16581 whole entry, looked up): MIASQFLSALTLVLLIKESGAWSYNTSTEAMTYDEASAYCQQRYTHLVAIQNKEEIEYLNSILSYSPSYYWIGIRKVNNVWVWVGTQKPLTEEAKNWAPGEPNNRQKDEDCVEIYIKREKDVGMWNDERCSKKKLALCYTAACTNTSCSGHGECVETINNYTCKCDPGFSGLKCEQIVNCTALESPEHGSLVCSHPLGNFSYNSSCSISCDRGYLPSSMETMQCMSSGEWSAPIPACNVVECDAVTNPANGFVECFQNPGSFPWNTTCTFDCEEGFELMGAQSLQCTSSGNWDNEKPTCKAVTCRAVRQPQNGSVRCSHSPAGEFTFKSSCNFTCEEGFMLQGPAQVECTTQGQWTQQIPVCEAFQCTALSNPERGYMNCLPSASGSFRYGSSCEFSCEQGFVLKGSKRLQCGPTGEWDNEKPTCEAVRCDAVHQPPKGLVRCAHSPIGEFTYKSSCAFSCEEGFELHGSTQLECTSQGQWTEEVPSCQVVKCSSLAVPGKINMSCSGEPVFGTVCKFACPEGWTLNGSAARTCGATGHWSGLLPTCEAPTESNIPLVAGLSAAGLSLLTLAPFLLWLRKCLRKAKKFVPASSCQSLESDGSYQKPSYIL
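Read-out basis: % PE-positive cells; Test system: HUVEC primary endothelial cells; Technique: immunofluorescence imaging; Dosing: single-point compound dose.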
SIRT5 inh – blocks human SIRT5 desuccinylation of peptide. Q9NXA8. Purified SirT5, succinyl-peptide AMC, trypsin-coupled fluorescence. actives 1.1% (n = 330,000). inhibition, % at 15 µM; in the data active = inhibition above about 15%; inconclusive = no clear call, values can overlap the other calls
DENV2 CPE – inhibitors of DENV2 cytopathic effect | DENV2-infected cells, cytopathic effect rescue, plate reader | CPE inhibition, % at 9.99 µM | actives 1.7% (n = 350,000); in the data active = CPE inhibition above about 20%, passing the limit was not always enough; inconclusive = no clear call, values can overlap the other calls; tested in BHK-21 cells;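 note: 0% = median of neutral control wells and 100% = median of positive control wells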
* = called active by the depositor; ? = inconclusive; / = not tested or not shown; & = joins results of further samples. An excerpt; count on the stated rates, not on these rows.

SMILES | ERp5 block | PglD DTNB | S100A4 MyoIIA | Statin myotox sup | E-selectin induc | SIRT5 inh | DENV2 CPE
N#Cc1ccc(-c2ccc([C@@H]3[C@@H](CO)N4CCCCN(C(=O)Nc5ccc(F)cc5)C[C@@H]34)cc2)cc1 | 3 | 1 | -5 | 3 | -0.7 | 2 | -2
O=C(NC1CCC1)[C@@H]1[C@@H](CO)[C@@H]2Cn3c(ccc(/C=C/c4ccccc4)c3=O)[C@@H]2N1Cc1cncnc1 | 2 | -2 | 8 | 34 | -0.2 | -46 | -3
NC(=O)c1cc2cc(Cl)ccc2oc1=Nc1cccc(C(F)(F)F)c1 | 3 | -6 | 1 | 18 | -1.7 | -1 | 66*
CCCN1[C@@H]2c3ccc(-c4ccc(F)cc4)c(=O)n3C[C@@H]2[C@@H](CO)[C@@H]1C(=O)N[C@@H](C)c1ccccc1 | -2 | -1 | -1 | 46 | -0.4 | -5 | 2
CCN(Cc1ccccc1)C(=O)CCS(=O)(=O)c1cc2c(cc1Cl)NC(=O)CO2 | -2 | 6 | -4 | -9 | 1.7 | 1 | 5
O=C(NNc1ncnc2ccccc12)c1cccc(Cl)c1 | -6 | -11 | -1 | -13 | -0.1 | 0 | 8
CCCCCCCC(=O)NC1=NC(=O)C(C)(C)S1 | 3 | 0 | 0 | / | -1.2 | -4 | -1
C/C(N)=C(/C#N)C(=O)COC(=O)c1cc(-c2ccc(Br)cc2)nc2ccccc12 | -6&-1 | / | -7&1 | / | 0.2&-0.2 | 8 | -2&5
Cc1ccc(N2CC(C(=O)N3CCN(c4ccccc4)CC3)CC2=O)cc1 (centres undefined) | 7 | / | -3 | / | / | -2 | 2
Cc1noc(C)c1S(=O)(=O)Nc1ccc2c(c1)C(=O)N([C@H](C)CO)C[C@@H](C)[C@H](CN(C)Cc1ccccc1)O2 | -2 | -1 | 6 | 3 | 0.0 | -2 | -15
CCCNC(=O)N(C)C[C@H]1Oc2ncc(C3=CCCCC3)cc2C(=O)N([C@H](C)CO)C[C@H]1C | 6 | 3 | -2 | 6 | -0.4 | 14 | 10
COc1ccc(-c2cnnn2-c2ccc([N+](=O)[O-])cc2)cc1 | 5 | -1 | -6 | 7 | -0.1 | -1 | 0
CC(C)NC(=O)Nc1ccc2c(c1)C(=O)N([C@@H](C)CO)C[C@@H](C)[C@@H](CN(C)Cc1ccc(C(=O)O)cc1)OCCCC[C@H](C)O2 | 2 | 0 | 11 | / | 0.5 | 1 | 9
CC1=C(C(=O)NCc2ccco2)C2(CCC(C)CC2)OC1=O (centres undefined) | 15 | 1 | 1 | -11 | 0.0 | -10 | 3
O=C(NCc1ccc(Cl)cc1)NCc1ccc(Cl)cc1 | -3 | / | 2 | 2 | / | -2 | 5
Nn1c(SCc2ccccc2)nnc1-c1ccco1 | 2 | 10 | -2 | 1 | -0.4 | -4 | 18
CC(c1nccs1)N(C)c1nc2nonc2nc1NC1CC1 (centres undefined) | -5 | 4 | 13 | -16 | 0.3 | -7 | -2
Cc1ccc(S(=O)(=O)Nc2ccc3c(c2)C(=O)N([C@H](C)CO)C[C@H](C)[C@@H](CN(C)Cc2ccccc2)O3)cc1 | 4&-8 | 3&-2 | 1&-3 | 18&-3 | 0.2&-0.2 | -1 | -9&-7
CCOC(=O)OC[C@@H]1[C@@H]2NC(=O)N(C)[C@@]1(COCc1ccc(OC)cc1)Oc1ccccc12 | 5 | / | -9 | / | / | 0 | -1
COc1cccc(S(=O)(=O)Nc2ccc3c(c2)[C@@H]2C[C@@H](CC(=O)NCCc4ccccc4)O[C@H](CO)[C@@H]2O3)c1 | -5 | 0 | -10 | 3 | 0.3 | -1 | 0
CCN(Cc1cc(=O)[nH]c2ccccc12)C(=O)c1ccc(C)cc1 | -1 | 3 | -4 | -2 | -0.1 | 4 | ?
CN1C(=O)c2cc(NC(=O)c3cccs3)ccc2OC[C@@H]2O[C@H](CC(=O)NCCN3CCCCC3)CC[C@H]21 | -2 | 6 | -3 | -21 | 0.0 | 4 | 3
C[C@@H]1CN([C@@H](C)CO)C(=O)c2cc(NS(=O)(=O)c3ccc(Cl)cc3)ccc2O[C@@H]1CN(C)S(=O)(=O)c1ccc(F)cc1 | -6 | 3 | -5 | 25 | 0.3 | 3 | -7
C[C@@H]1CN([C@H](C)CO)C(=O)Cc2cc(NC(=O)Nc3ccc4c(c3)OCO4)ccc2O[C@@H]1CN(C)C(=O)Nc1ccccc1 | / | 0 | / | 13 | -0.4 | / | ?
CCOc1ccccc1N(CC)C(=O)c1cc2c(s1)-c1ccccc1S(=O)(=O)C2 | 1 | 3 | -3 | -8 | / | -7 | 2

Reprinted from the part before: 4 compounds, followed by the next part.
SMILES | ERp5 block | PglD DTNB | S100A4 MyoIIA | Statin myotox sup | E-selectin induc | SIRT5 inh | DENV2 CPE
CN1C(=O)c2cc(NC(=O)c3cccs3)ccc2OC[C@@H]2O[C@H](CC(=O)NCCN3CCCCC3)CC[C@H]21 | -2 | 6 | -3 | -21 | 0.0 | 4 | 3
C[C@@H]1CN([C@@H](C)CO)C(=O)c2cc(NS(=O)(=O)c3ccc(Cl)cc3)ccc2O[C@@H]1CN(C)S(=O)(=O)c1ccc(F)cc1 | -6 | 3 | -5 | 25 | 0.3 | 3 | -7
C[C@@H]1CN([C@H](C)CO)C(=O)Cc2cc(NC(=O)Nc3ccc4c(c3)OCO4)ccc2O[C@@H]1CN(C)C(=O)Nc1ccccc1 | / | 0 | / | 13 | -0.4 | / | ?
CCOc1ccccc1N(CC)C(=O)c1cc2c(s1)-c1ccccc1S(=O)(=O)C2 | 1 | 3 | -3 | -8 | / | -7 | 2
CCC(=O)Nc1ccc(S(=O)(=O)Nc2nccs2)cc1 | 5 | -6 | 0 | 7 | 0.2 | 1 | 4
CCCNC(=O)C[C@H]1CC[C@H]2[C@@H](COC[C@@H](O)CN2C(=O)Nc2cccc(Cl)c2)O1 | -3 | -2 | 0 | 6 | 0.1 | 1 | 1
COc1ccc(NC(=O)c2ccco2)cc1NC(=O)COc1ccccc1[N+](=O)[O-] | 1 | 6 | -5 | -14 | 0.4 | -2 | 2
CCCC(C)NC(=O)CN1C(=O)NC2(CCc3ccccc32)C1=O (centres undefined) | 3 | 3 | 1 | 12 | / | -6 | -10
O=C(c1cccs1)N1C[C@H](O)[C@@H](n2cc(C3CC3)nn2)C[C@@H]1c1ccccc1 | -1 | 4 | 1 | -10 | 0.2 | 2 | -4
O=C(N/N=C/c1cccc2ccccc12)c1cccc(F)c1 | -7 | 5 | -9 | -20 | 0.4 | 3 | 0
Cc1cccc(C)c1OCC(=O)Nc1cc(Cl)ccc1-n1cncn1 | 0 | / | 3 | 4 | / | -7 | -6
CC(=O)Nc1ccc(NC(=O)CN(c2cccc([N+](=O)[O-])c2)S(C)(=O)=O)cc1 | -1 | / | 3 | / | / | -8 | 0
Cc1ccc(C(=O)Nc2ccccc2C(=O)N2CCN(c3ccccc3)CC2)cc1 | -6 | -3 | 3 | -5 | 0.5 | -2 | 5
CC(C)Oc1ccc(C(=O)Nc2c3c(nn2C(C)(C)C)CS(=O)(=O)C3)cc1 | 5 | 2 | -1 | -2 | ? | -8 | ?
COc1ccccc1CNC(=O)C(C)n1nc(C)n2c(cc3occc32)c1=O (centres undefined) | 6 | 1 | -4 | -2 | 0.3 | -1 | 1
CC1CCN(C(=O)CSc2nc3ccccc3c(=O)[nH]2)CC1 | -8 | / | 3 | / | / | 10 | -3
CCC(=O)N(C)C[C@@H]1Oc2cc(-c3ccc(OC)cc3)ccc2S(=O)(=O)N([C@@H](C)CO)C[C@H]1C | 0 | 2 | -3 | -7 | -0.3 | -19 | -5
COc1cccc(C(c2sc3nc(C)nn3c2O)N2CCN(C(=O)c3ccco3)CC2)c1 (centres undefined) | 3 | -2 | -1 | 7 | -2.2 | -4 | 18
C[C@@H]1CN([C@@H](C)CO)C(=O)Cc2cc(NC(=O)CCC(F)(F)F)ccc2O[C@@H]1CN(C)S(=O)(=O)c1ccccc1 | -2 | -1 | -4 | 15 | 0.2 | -3 | -5
CCN(CC)C(=O)c1cnn(-c2ccccc2)c1NC(=O)c1ccccc1F | -3 | 2 | 0 | 65 | / | -1 | 6
CC(NC(=O)C1CCN(C(=O)Nc2ccccc2)CC1)c1ccc(Cl)cc1 (centres undefined) | -1 | -5 | 0 | 5 | / | 1 | 8
COc1cccc(/C=C/C(=O)OCC(=O)c2ccc(S(=O)(=O)N3CCCCC3)cc2)c1OC | -1 | 5 | -2 | -3 | -0.1 | 2 | 4
Cc1ccc(S(=O)(=O)N[C@@H]2C=C[C@@H](CC(=O)O)O[C@@H]2CO)cc1 | -2 | 1 | -2 | 8 | 1.1 | 1 | 1
O=C(O)CSCC(=O)Nc1ccc(Br)c(C(F)(F)F)c1 | 0 | -9 | 1 | 7 | -0.1 | 82* | 0
C[C@H]1CN([C@@H](C)CO)C(=O)c2cc(NC(=O)Cn3cnnn3)ccc2O[C@@H]1CN(C)Cc1ccc(C(=O)O)cc1 | 1 | 3 | 4 | -2 | / | 14 | 9
COc1ccccc1-c1ccc([C@@H]2[C@@H](CO)N3CCCCN(C(=O)NC4CCCC4)C[C@H]23)cc1 | ? | 2 | 0 | -3 | -0.4 | 0 | 10
COc1ccc(NC(=O)Nc2ccc3c(c2)C(=O)N([C@@H](C)CO)C[C@@H](C)[C@@H](CN(C)C(=O)c2ccccc2)OCCCC[C@H](C)O3)cc1 | 3 | 0 | -20 | -39 | 1.0 | 0 | ?
CC(C)N(C(=S)NC1CC2CCC1C2)c1ccccc1 (centres undefined) | -2 | -7 | 1 | -5 | / | 3 | 11
O=C(O)COc1ccccc1/C=N/NC(=O)Cc1ccccc1 | 1 | 3 | -3 | 6 | -0.1 | 2 | 2

Following part:
SMILES | ERp5 block | PglD DTNB | S100A4 MyoIIA | Statin myotox sup | E-selectin induc | SIRT5 inh | DENV2 CPE
O=C(c1ccccc1)N1CCN(c2ccc(N3CCOCC3)nn2)CC1 | -2 | -5 | -6 | 0 | 0.0 | 4 | 17
C/C=C/c1cnc2c(c1)C(=O)N([C@H](C)CO)C[C@H](C)[C@@H](CN(C)C(=O)Cc1ccccc1)O2 | -13 | -2 | 4 | 4 | 0.0 | -4 | 3
Cc1nc(/C(N)=N/OC(=O)c2ccccc2Cl)c(C(F)(F)F)o1 | -3 | -1 | -1 | 6 | -0.2 | -5 | 0
O=C(COC(=O)c1ccc[nH]c1=O)NCCc1ccc(Cl)cc1Cl | 3 | -2 | 5 | / | / | -2 | -3
CCNc1ccc(C(=O)OCC)cc1NC(=O)c1cccc(N(C)C)c1 | -9 | / | 0 | -11 | / | -4 | -3
CC(=O)c1ccc(NC(=O)CSc2nc(=O)n(CCN3CCOCC3)c3c2CCC3)cc1 | 1 | 4 | 0 | 9 | / | 1 | -4
COc1ccc(CCN2C(=O)CC(NC34CC5CC(CC(C5)C3)C4)C2=O)cc1OC (centres undefined) | 2 | / | 1 | / | 1.0 | -3 | -7
CCCC(=O)Nc1cccc(NC(=O)c2cccc([N+](=O)[O-])c2C)c1 | 3 | / | -2 | / | / | 1 | -8
C[C@H](NC(=O)C[C@H]1CC[C@@H]2[C@H](COC[C@@H](O)CN2Cc2cc(F)ccc2F)O1)c1ccccc1 | 2 | 23 | 4 | -19 | 0.0 | 6 | -4
COCC(=O)N1C[C@@H]2[C@H](c3ccccc31)[C@H](CO)N2C(=O)C1CC1 | -1 | 2 | 7 | -5 | -0.1 | 0 | -2
C[C@H](CO)N1C[C@H](C)[C@@H](CN(C)C(=O)Nc2ccc(-c3cccs3)cc2)OCc2cn(nn2)CCCC1=O | -1&4 | 2 | 4&47 | -2 | 0.3&5.5 | 0&-5 | 15&9
CCC(=O)N(C)C[C@H]1Oc2ncc(C#Cc3ccc(OC)cc3)cc2C(=O)N([C@H](C)CO)C[C@@H]1C | 4 | -1 | 10 | 18 | 0.3 | 0 | -5
